# Pf apPOL inh: Pf-apPOL DNA polymerase inhibition | Recombinant Pf-apPOL, molecular beacon fluorescence, 1.5 h | inhibition, % at 10 µM | actives 0.25% (n = 210,000) | AID 1794808
# mHTT CaM bind: disrupts binding of mutant huntingtin to calmodulin; P42858; AlphaScreen His-mHTT/GST-CaM binding, luminescence; inhibition, % at 15 µM; actives 3.6% (n = 190,000); AID 1671202;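 note: 0% = both proteins with DMSO and 100% = one protein alone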
# * marks the source's active call; other numbers are inactive results; x = no result given; & = joins results of further samples. Cut-off read from the data, not from the text of the source: active = inhibition above about 50%; inactive = the rest.
SMILES,Pf apPOL inh,mHTT CaM bind
C=CCc1cccc2cc(C(=O)NCCc3ccc(OC)c(OC)c3)c(=O)oc12,-4,-1
CC(C)C(NC(=O)c1ccccc1Br)C(=O)O (configuration not stated),-7,-5
Cc1ccc2[nH]cc(C(=O)O)c(=O)c2c1,-7&-2,-6&-1
COc1ccccc1NC(=O)C1=C(C)Nc2nnnn2C1c1cccc(Br)c1 (configuration not stated),0,8
CCOc1ccc(-n2nc(C(=O)N3CCCCC3)c3ccccc3c2=O)cc1,-2,-1
Cc1c(C(=O)O)oc2ccccc12,0,-4
COc1ccc(CCNC(=O)c2ccc(-c3ccc([N+](=O)[O-])cc3)o2)cc1OC,1,17
Clc1ccc(-c2nnc(SCc3ccc(Br)cc3)o2)c(Cl)c1,0,-11
Cc1ccc(SCC(=O)Nc2ccccc2F)cc1,-14,-28
CC(C)Oc1ccc(CC2CC(=O)N(c3ccccc3)C2=O)cc1 (configuration not stated),0,-13
CC(=O)NC1C(OCc2ccccc2)OC(CO)C(O)C1O (configuration not stated),-9,x
CC(C)(C)c1ccc(C(=O)N2CCC(C(=O)c3ccccc3)CC2)cc1,1&-12,x
CC(C)Cn1c(=O)c(N2CCN(C(=O)NCc3cccc(F)c3)CC2)nc2ccncc21,-8,-3
COc1cc(C(O)C(=O)O)ccc1O (configuration not stated),-4,x
O=C(NCc1ccco1)c1cc2n(n1)C(C(F)(F)F)CC(c1ccc3c(c1)OCO3)N2 (configuration not stated),-7,11
O=C1NC(=O)C(=Cc2cn(Cc3ccccc3F)c3ccccc23)C(=O)N1,1,-1
Cn1ncc([N+](=O)[O-])c1C(=O)NNC(=S)NC1CCCC1,x,-2
COc1ccc(-n2c(O)c(C=Nc3ccc(OC)c(OC)c3)c3ccccc3c2=O)cc1,0,5
CCCN=c1ssc(=O)n1CCC,-7,x
O=C(CSc1nc2[nH]ncc2c(=O)n1-c1ccc(F)c(Cl)c1)Nc1ccc(F)c(F)c1,-6,22

# A section from the list above, for reference:
SMILES,Pf apPOL inh,mHTT CaM bind
C=CCc1cccc2cc(C(=O)NCCc3ccc(OC)c(OC)c3)c(=O)oc12,-4,-1
CC(C)C(NC(=O)c1ccccc1Br)C(=O)O (configuration not stated),-7,-5
Cc1ccc2[nH]cc(C(=O)O)c(=O)c2c1,-7&-2,-6&-1
COc1ccccc1NC(=O)C1=C(C)Nc2nnnn2C1c1cccc(Br)c1 (configuration not stated),0,8
CCOc1ccc(-n2nc(C(=O)N3CCCCC3)c3ccccc3c2=O)cc1,-2,-1
Cc1c(C(=O)O)oc2ccccc12,0,-4

# Fetched one by one from above, 3 records:
SMILES,Pf apPOL inh,mHTT CaM bind
COc1ccc(-n2c(O)c(C=Nc3ccc(OC)c(OC)c3)c3ccccc3c2=O)cc1,0,5
Cc1ccc(SCC(=O)Nc2ccccc2F)cc1,-14,-28
Cn1ncc([N+](=O)[O-])c1C(=O)NNC(=S)NC1CCCC1,x,-2

# Four entries from above in a different format.
# Each structure is followed by: Pf apPOL inh | mHTT CaM bind
> COc1ccccc1NC(=O)C1=C(C)Nc2nnnn2C1c1cccc(Br)c1 (configuration not stated)
    0 | 8
> CCOc1ccc(-n2nc(C(=O)N3CCCCC3)c3ccccc3c2=O)cc1
    -2 | -1
> Cc1c(C(=O)O)oc2ccccc12
    0 | -4
> COc1ccc(CCNC(=O)c2ccc(-c3ccc([N+](=O)[O-])cc3)o2)cc1OC
    1 | 17

# (list continues)
SMILES,Pf apPOL inh,mHTT CaM bind
c1coc(CNc2nc3nonc3nc2NCc2ccco2)c1,x,5
CC1CN(C(=O)c2ccccc2F)CC1c1nc(-c2ccccc2)no1 (configuration not stated),0,15
Cn1c(CC2CCN(C(=O)c3ccccc3Cl)C2)nc2cccnc21 (configuration not stated),0,5
Cc1ccccc1C(=O)N1CC2CC(NC(=O)c3cccs3)C1C2 (configuration not stated),-1,4
ClC1=C(COc2ccc(Cl)cc2Cl)CSc2ccc(Cl)cc21,-11,x
N#Cc1cnc(SCC(=O)Nc2ccccc2C(F)(F)F)nc1N,-6,9
O=C1C(=Cc2cccs2)Oc2c1ccc(O)c2CN1CCCCCC1,-4,15
CCN(CC)C(=O)N1CC2CC1CC2NS(=O)(=O)c1cccs1 (configuration not stated),2,0
CSC1=NCCN1CC(=O)c1ccc(F)cc1,-6&2,x
COc1ccc(CC(=O)Nc2nnc(C3CC(=O)N(c4ccc(SC)cc4)C3)o2)cc1 (configuration not stated),-1,14
CCN1CCN(Cc2c(O)ccc3c2OC(=CC=Cc2ccccc2)C3=O)CC1,-6,40
COc1cccc(-c2cc(C(=O)N3CCN(C(=O)C4CC4c4ccccc4)CC3)[nH]n2)c1 (configuration not stated),-4,8
CC1CCN=C(N)S1 (configuration not stated),4,x
Cc1cc(OCC(=O)Nc2ccc(OC(F)(F)F)cc2)c2ccccc2n1,-15,x
O=C(c1ccc(F)c(Cl)c1)N1CCC2(CC1)NC(=O)N(Cc1ccccc1)C2=O,-2,18
CCc1ccc(NC(=O)CN2C(=O)C(c3ccc(F)cc3)=NC2(C)C)cc1,-8,-1
CSC(=CC(=O)c1ccco1)SC,3,x
COc1ccc(NC(=O)C2CC(c3ccc(Cl)cc3)=NO2)cc1 (configuration not stated),-1,-6
CC(=O)NCCOc1cccc2ccc(C)nc12,-3,5
CCOc1cccc(C2CC(c3cccc(OC)c3)=NC3(CCN(CC)CC3)N2)c1O (configuration not stated),5,18
CC(C)N1CCN(C(=O)C2CCCN(c3nnc4ccc(C(F)(F)F)cn34)C2)CC1 (configuration not stated),0,14
CN(C)C(=S)Oc1ccc2c(C(F)(F)F)cc(=O)oc2c1,-5,x
CCOC(=O)c1ccc(NC(=O)CSc2ccc(-c3ccc(F)cc3)nn2)cc1,-6,22
CCC(=O)NCc1nc2c(n1C)CN(S(=O)(=O)c1cccc(Cl)c1)CC2,-9,8
Cc1cccn2c(=O)c3cc(C(=O)NC4CCCCC4)c(=N)n(C(C)C)c3nc12,-1,5
COc1cccc(NC(=O)c2ccc(F)c(S(=O)(=O)N3CCc4ccccc4C3)c2)c1,-3,7
O=C1NC(=O)c2c1cccc2C(=O)Nc1ccccc1,-10,3
CN(C)c1cc(Nc2ccccc2)c2c3c(onc13)-c1ccccc1C2=O,-1,96*
O=C1Cc2ccccc2C(c2c(Cl)cccc2Cl)N1 (configuration not stated),-3,1
Cc1cc(C(=O)NCc2cccn2C)nn1C,4,x
CCN(CC)CCN1C(=O)C(O)=C(C(=O)c2ccco2)C1c1ccco1 (configuration not stated),-6,2
CCN1c2ccc(F)cc2C(=O)NC12CCN(C(=O)c1ccc(F)cc1)CC2,-1,7
Cc1cc(C(=O)NCCNS(=O)(=O)c2ccc(Cl)cc2)c(C)o1,-10,x
Cc1ccc(-c2csc(NC(=O)C3CCCCC3C(=O)O)n2)c(C)c1 (configuration not stated),-15,20
CCSc1nnc2c3ccccc3n(CC)c2n1,7,-5
N#CC1COc2ccccc2O1 (configuration not stated),-9,x
O=C(Cc1ccccc1)c1ccc(O)c(CN2CCCCC2)c1O,-24,0
CCC1(C)Cc2c(sc3nc(SCC(=O)c4ccccc4)nc(N)c23)CO1 (configuration not stated),2,-2
O=C(Nc1c(-c2ccccc2)nc2ccccn12)c1ccccc1Br,5,16
CC1CCN(CC2CCN(S(=O)(=O)c3ccc(Br)s3)CC2)CC1,-2,-8
COc1ccc(CC(=O)N2CCC3(C2)Nc2cccnc2NC3=NC(C)(C)C)cc1Cl (configuration not stated),1,6
CCOc1ccc(C2CC(=O)Nc3c2c(C)nn3-c2nc3ccccc3s2)cc1OC (configuration not stated),-2,9
CCCNc1cc(N2CCCC(CCC(=O)NCc3ccc(F)cc3)C2)ncn1 (configuration not stated),-5,-5
O=C(Nc1ccc(I)cc1)c1cc2ccccc2o1,1,-9
OC1CCC(n2c(-c3ccccc3)nc(=S)c3c2CCCC3)CC1 (configuration not stated),-4,-1
Cc1cccc(-n2nc3c(c2NC(=O)c2cc(Cl)ccc2[N+](=O)[O-])CS(=O)(=O)C3)c1C,0,8
Cc1cccc2c(C(=O)N3CCOCC3)cc(-c3ccccc3)nc12,4,26
NNC(=O)C(=O)Nc1ccc(Cl)cc1,-5,2
CC(=O)c1ccc(OCC(O)Cn2nnc3ccccc32)cc1 (configuration not stated),-4,0
COc1ccc(CCNC(=O)c2c[nH]n3c(=O)c(Cc4ccccc4F)c(C)nc23)cc1OC,4,33
Cc1ccc(NC(=O)C2CC(=O)N(c3ccc4c(c3)CCN4C(=O)C3CCC3)C2)c(F)c1 (configuration not stated),1,1
COc1cccc(CC(=O)N2CCC(c3nc(C(=O)N(C)C)c(C)o3)CC2)c1,-3,2
CCOc1ccc(-c2ccnc3c(C(=O)NCCC4=CCCCC4)cnn23)cc1,-3,-10
Cc1ccc(C2C(=C(O)c3ccc(S(=O)(=O)N(C)C)cc3)C(=O)C(=O)N2CCCN(C)C)o1 (configuration not stated),-2,-1
Cc1cccc(Cn2c(C)c(C)c(C)c2C(=O)Nc2ccc3c(c2)OCO3)c1,0,41
COc1ccc(N(C=NC#N)CC(=O)c2ccccc2)cc1,-4,1
O=C(c1cccnc1N1CCNC(c2ccccc2)C1)N1CCN(c2ccccc2)CC1 (configuration not stated),-5,14
COCCn1c(=N)c(C(=O)NC2CCCCC2)cc2c(=O)n3cccc(C)c3nc21,-4,-3
Cc1ccc(-n2c(SCC(=O)Nc3ccc(Cl)cc3)nc3c(c2=O)SCC3)cc1,0,5
CC(C)(C)NS(=O)(=O)c1ccc(NS(=O)(=O)c2cc(Cl)ccc2Cl)cc1,-2,-5

# An excerpt of these results, as tab-separated lines.
Compound	Pf apPOL inh	mHTT CaM bind
COc1ccc(CCNC(=O)c2c[nH]n3c(=O)c(Cc4ccccc4F)c(C)nc23)cc1OC	4	33
CCOc1ccc(-n2nc(C(=O)N3CCCCC3)c3ccccc3c2=O)cc1	-2	-1
O=C(CSc1nc2[nH]ncc2c(=O)n1-c1ccc(F)c(Cl)c1)Nc1ccc(F)c(F)c1	-6	22
Cc1ccc2[nH]cc(C(=O)O)c(=O)c2c1	-7&-2	-6&-1
CCOC(=O)c1ccc(NC(=O)CSc2ccc(-c3ccc(F)cc3)nn2)cc1	-6	22
O=C(c1ccc(F)c(Cl)c1)N1CCC2(CC1)NC(=O)N(Cc1ccccc1)C2=O	-2	18
N#CC1COc2ccccc2O1 (configuration not stated)	-9	x

# Next structures follow.
SMILES,Pf apPOL inh,mHTT CaM bind
CC(C)(C)C1CC=C2C(C#N)=C(N)C(C#N)(C#N)C(c3ccc(Cl)cc3)C2C1 (configuration not stated),-3,62*
O=c1[nH]nc(-c2ccc(F)cc2)cc1Cc1cn(Cc2ccccc2)c2ccc([N+](=O)[O-])cc12,-13,x
O=C(c1nn2c(C(F)(F)F)cc(-c3cccs3)nc2c1Br)N1CCOCC1,1,7
CCc1ccccc1S(=O)(=O)N1CCc2nc[nH]c2C1,1,4
O=C(O)c1ccccc1NC(=O)C1CCCCC1,1,-4
CC(C)CN1CCn2cc(C(=O)N3CCN(c4ccccc4)CC3)nc2C1,-6,58*
Cc1cccc(C(=O)N2C(C)CCCC2C)c1 (configuration not stated),-4,-4
COc1ccc(CNC(=O)c2c(C)cc(=O)oc2C)cc1,1,33
CCNC(=O)Cn1cccc1-c1nc(-c2ccccc2)cs1,-3,-3
COc1ccccc1C1CC(=O)Oc2cc(C)c(Br)c(C)c21 (configuration not stated),-5,-8
Cc1cccc(NC(=O)C(NS(=O)(=O)c2cccs2)C(C)C)n1 (configuration not stated),0,-4
COc1ccc(C(=O)Nc2ccc(N3CCOCC3)c(Cl)c2)cc1[N+](=O)[O-],-2,-7
CCOc1ccc(CN2C(=O)CCC2(C)C(=O)NC2CCCCC2)cc1 (configuration not stated),-2,-5
CS(=O)(=O)NCCSC1CCCCC1,2,-1
COc1ccc(Br)cc1/C=C1/N=C(c2ccc(Br)o2)OC1=O,0,18
O=C(NCc1ccccn1)C1CCN(c2ncnc3c2nc2n3CCCCC2)CC1,0,5
COc1ccccc1CNC(=O)CSc1nc2ccccc2[nH]1,-5,10
Cc1c(N=C2NN=C(c3ccc([N+](=O)[O-])cc3)CS2)c(=O)n(-c2ccccc2)n1C,-4,20
Cc1ccccc1CC(=O)N1CCC(CCOc2ccncc2)CC1,-3,5
COc1ccc(C(=O)N2CCCC(COc3ccc(C(=O)NC(C)C)cc3)C2)cc1 (configuration not stated),-5,-4
Cn1c(SCC(=O)NC2CC2)nnc1-c1ccc(N)cc1,-10,5
C[C@H]1[C@@H](NC(=O)/C=C/c2ccccc2)CC[C@@]23CCCN2C(=O)CCC[C@@H]13,-6,-11
Cc1c(C(=O)NCC#N)cccc1[N+](=O)[O-],6,-1
O=C(Nc1ccc2oc(-c3ccccc3)nc2c1)c1ccncc1,-2,7
COc1ccc(OC)c(C=C2SC(=S)N(C(CC(=O)O)C(=O)O)C2=O)c1 (configuration not stated),-6,5
Cc1ccc2c(c1)N(CC(=O)NCc1ccccn1)C(=O)CO2,4,12
CCCS(=O)(=O)C(C#N)=NNc1cc(C(F)(F)F)cc(C(F)(F)F)c1,3,x
O=C(NCC(O)c1ccccc1)c1ccc(Cl)cc1 (configuration not stated),-1,-3
COc1ccc(N2CCN(CCCNC(=O)C3(n4cccc4)CCCCC3)CC2)cc1,-9,35
Cc1oc(C2CCN(C(=O)COc3ccccc3)CC2)nc1C(=O)N1CCCCC1,5,6
O=C(NCCn1cc(SCC(=O)N2CCCCCC2)c2ccccc21)c1c(F)cccc1F,2,21
COc1cccc(NC(=O)C2CCCN(C(=O)Cc3cccc4ccccc34)C2)c1 (configuration not stated),-8,7

# Source: PubChem (University of Kansas High Throughput Screening Laboratory)

# The list is partial, so the mix of outcomes need not match the whole.
